High-throughput results: PubChem, several laboratories
Mot1-301 SUMO: inhibitors of SUMOylation pathway: yeast Mot1-301 growth rescue; S. cerevisiae Mot1-301 growth rescue, ATP luminescence, 38.5C; percent above DMSO median, 100 means doubled; growth rescue, % at 18.8 µM; 320,000 compounds, 1% hits;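 active means every valid replicate shows activation above 250% relative to neutral control wells; inactive means the rest, any valid replicate at or below 250%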;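 further: OY570 slx delta 5 strain wells were the positive control but not used for scaling; some compounds called inactive have numbers as strong as hits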
PKA-R1A act: activates the PKA-R1A holoenzyme complex | 340,000 compounds, 0.083% hits | PKA-R1A dissociation, Cy5-IP20 fluorescence polarization; scaled: DMSO 0%, 113 µM cGMP 100% | P00514+P68181 | AID 504707 | activation, % at 11.4 µM;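 active means percent activation above the mean of all tested compounds plus 3 SD, cut at about 19% in these data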;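 further: higher means more PKAc released from R1A so a rise in polarization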
phage Ecoli inh: E. coli growth loss with phage present. inhibition, % at 11.9 µM. AID 651602. growth absorbance. 360,000 compounds, 0.26% hits; in the data active means inhibition above about 11%
HTR5A inv ag: inverse agonist of human HTR5A in OPRM1-OPRD1 counter-screen | P47898 | HTR5A cell line, luminescence, inverse agonism | inhibition, % at 9.3 µM | 340,000 compounds, 0.083% hits | AID 504634; in the data active means inhibition mostly above about 23%, no sharp cut-off; inactive means mostly below about 18%;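 further: 0% = cells with DMSO and 100% = no-cell wells with DMSO; some compounds called inactive have numbers as strong as hits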
E coli growth: reduces bacterial viability in AddAB counter-screen | E. coli V3065 growth, OD600 absorbance, 18 h | inhibition, % at 11.9 µM | 330,000 compounds, 0.27% hits | AID 449728;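 active means inhibition above the campaign's mean inhibition across all tested compounds plus 3 SD, cut at about 9.9% in these data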;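 further: uninfected addAB+ strain grown without phage in ampicillin broth; 0% = DMSO wells and 100% = ciprofloxacin 0.95 µg/ml wells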
DAGLB inh: diacylglycerol lipase beta (human) inhibition. inhibition, % at 5.17 µM. 340,000 compounds, 0.059% hits. HEK293T DAGLB membrane lysate, EnzChek fluorogenic substrate. AID 504411; in the data active means inhibition above about 34%;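 further: 0% = enzyme with vehicle and 100% = wells lacking enzyme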
PKA-R2B activ: PKA-R2B complex activation. P22694+P31323. PKA-R2B holoenzyme dissociation, Cy5-IP20 fluorescence polarization; R2B truncated from residue 108, S112A mutant; 0% DMSO only, 100% 113 µM cGMP. activation, % at 11.4 µM. 340,000 compounds, 0.079% hits;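 active means activation above a cutoff set at the mean over all compounds plus 3 SD, cut at about 18% in these data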;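 further: higher means more holoenzyme dissociation and a rise in polarization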
Target sequence (P31323 whole entry, looked up, other chains not shown, the tested form may be a part): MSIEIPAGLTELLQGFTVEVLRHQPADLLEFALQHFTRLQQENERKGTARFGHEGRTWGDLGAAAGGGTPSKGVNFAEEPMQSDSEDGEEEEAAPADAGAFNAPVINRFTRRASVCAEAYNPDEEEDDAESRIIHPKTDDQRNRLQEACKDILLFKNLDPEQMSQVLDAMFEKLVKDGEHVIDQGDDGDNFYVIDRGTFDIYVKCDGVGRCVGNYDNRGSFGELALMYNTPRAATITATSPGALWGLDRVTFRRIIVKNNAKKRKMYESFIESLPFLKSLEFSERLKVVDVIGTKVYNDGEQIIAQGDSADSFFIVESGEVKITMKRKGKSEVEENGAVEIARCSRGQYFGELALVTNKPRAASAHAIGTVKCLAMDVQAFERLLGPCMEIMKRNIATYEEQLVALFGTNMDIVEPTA
CDK5 inh: CDK5/p35 (human) kinase inhibition. Recombinant CDK5/p35, ADP-Glo luminescence, 60 min. inhibition, % at 10 µM. 330,000 compounds, 0.01% hits. AID 488839;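 active means highest replicate inhibition of at least 50% and at least 75% of replicates reaching 50%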;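 further: plate controls were DMSO neutral control for no effect and GW8510 at 10 µM for full effect; many of its hits are not listed in these tables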
Target sequence (Q00535 whole entry, looked up): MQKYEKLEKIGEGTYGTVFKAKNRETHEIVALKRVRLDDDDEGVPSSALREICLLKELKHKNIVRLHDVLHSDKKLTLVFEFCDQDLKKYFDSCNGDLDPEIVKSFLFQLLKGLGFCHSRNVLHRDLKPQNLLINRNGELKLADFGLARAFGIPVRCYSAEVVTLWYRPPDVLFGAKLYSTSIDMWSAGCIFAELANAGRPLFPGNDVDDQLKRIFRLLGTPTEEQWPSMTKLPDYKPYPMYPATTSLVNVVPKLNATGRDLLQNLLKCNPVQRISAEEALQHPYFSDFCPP
Target sequence (Q15078 whole entry, looked up): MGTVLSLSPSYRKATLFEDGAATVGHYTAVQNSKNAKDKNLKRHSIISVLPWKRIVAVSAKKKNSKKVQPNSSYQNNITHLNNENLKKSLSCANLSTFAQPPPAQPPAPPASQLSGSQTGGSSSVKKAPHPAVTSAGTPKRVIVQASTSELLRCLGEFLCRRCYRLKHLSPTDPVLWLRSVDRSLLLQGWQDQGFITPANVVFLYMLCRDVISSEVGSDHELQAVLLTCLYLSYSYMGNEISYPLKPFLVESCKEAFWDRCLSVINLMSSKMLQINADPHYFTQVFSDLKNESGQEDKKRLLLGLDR
Tat transport: inhibitors of E. coli Tat protein transport; E. coli MC4100 TorA-mCherry Tat export, fluorescence; inhibition, % at 10 µM; 340,000 compounds, 0.036% hits; AID 488895;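 active means mean replicate inhibition at least 50% and at least half of replicates individually reaching 50%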;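 further: exported cargo escapes ClpAP degradation while cytoplasmic cargo is degraded and loses fluorescence; 0% = median of neutral control wells and 100% = median of NaSCN control wells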
HTR5A ag: activates human HTR5A in OPRM1-OPRD1 agonist counter-screen. 340,000 compounds, 0.61% hits. HTR5A agonist assay, luminescence, cell-based. activation, % at 9.3 µM. P47898; in the data active means activation mostly above about 9.5%, no sharp cut-off; inactive means mostly below about 7.6%;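 further: 0% = cells with vehicle only and 100% = reference agonist; strong numbers were not always called active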
AddAB inh: less growth of phage-infected E. coli with AddAB; inhibition, % at 11.9 µM; E. coli expressing H. pylori AddAB, absorbance growth; 330,000 compounds, 0.29% hits; AID 435030; in the data active means inhibition above about 12%;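 further: 0% = vehicle wells of infected cells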
The depositor's hits bear a star; · = no result given.

SMILES	Mot1-301 SUMO	PKA-R1A act	phage Ecoli inh	HTR5A inv ag	E coli growth	DAGLB inh	PKA-R2B activ	CDK5 inh	Tat transport	HTR5A ag	AddAB inh
O=C(NCc1ccccc1)C(c1ccc(F)cc1)N(Cc1ccc2c(c1)OCO2)C(=O)Cn1nnc(-c2cccs2)n1 (stereo unspecified)	-12	6	1.5	-12	-0.3	-3	-4	0.9	-1	1	2.8
O=C(C1=NOC(CNc2ncc(C(F)(F)F)cc2Cl)C1)N1CCOCC1 (stereo unspecified)	-17	2	3.9	0	-0.7	-3	-5	-1.0	-1	2	1.0
Cc1nn(CCC#N)c2nc(C(F)(F)F)[nH]c(=O)c12	2	-1	-0.5	10	-1.7	0	-2	0.2	-5	-3	0.6
CC(Oc1ccccc1Cl)C(=O)Nc1ccccc1C(=O)N1CCOCC1 (stereo unspecified)	1	-1	0.8	5	-0.7	1	6	-0.8	-2	2	-0.6
Cc1nn(-c2ccccc2)c(N)c1N=Nc1ccc2ccccc2c1	1	-13	1.7	13	1.1	3	-6	-1.2	0	-5	-0.8
Cc1cc(N2CCCCC2)nc2ccc(NC(=O)c3ccc(Br)o3)cc12	105	12	1.3	-12	0.4	-2	12	-0.6	0	3	2.0
CC(C)NCC(=O)NC12CC3CC(CC(C3)C1)C2	-9	-7	0.5	11	2.7	-1	0	-2.2	1	-5	3.9
CCOC(=O)C1CCN(S(=O)(=O)c2cccc(-c3csc(C)n3)c2)CC1	3	-17	0.1	4	1.4	-3	3	0.2	-1	-2	2.7
C=CCC(CC=C)(NC(=O)c1ccccc1C(=O)O)c1ccccc1	-3	5	-0.4	-5	0.7	0	8	0.5	15	-2	2.7
N#Cc1ccc(COC(=O)c2cc(=O)c3ccccc3o2)cc1	-19	5	3.3	4	1.1	0	12	4.5	-7	-1	6.0
Cc1nnc(-c2ccc(Oc3ccc(Br)cc3)c([N+](=O)[O-])c2)o1	8	-3	2.8	-6	-1.4	-14	-1	1.3	-3	5	2.8
COc1cccc(-c2csc(/C(C#N)=C/Nc3cc4oc5ccccc5c4cc3OC)n2)c1	156	-13	2.0	-35	-2.6	0	-5	1.1	-3	2	-2.4
Cc1ccc(S(=O)(=O)N2CCCC2=O)c(C)c1N(C)S(C)(=O)=O	4	-4	0.9	-5	0.5	0	-7	-1.7	3	3	3.8
Cc1ccc(NC(=O)CSCC(=O)N=c2sccn2C)cc1	3	10	6.0	14	0.9	2	1	0.4	8	1	1.9
COc1ccc(S(=O)(=O)N2CCN(Cc3ccc4c(c3)OCO4)CC2)cc1	28	-7	2.8	-14	-3.1	-6	4	0.9	-4	5	1.2
COc1ccc(S(=O)(=O)N2CCSCC2)cc1C(N)=O	-8	2	0.0	14	-3.1	-2	3	-0.2	4	-4	1.8
COC(=O)c1[nH]c2cccc(OC)c2c1NC(=O)CN1CC(C)OC(C)C1 (stereo unspecified)	-16	-16	3.7	18	-2.4	2	6	-0.8	3	-5	2.8
COc1cc(/C=C/c2ccc3cccc(O)c3n2)ccc1O	2	-19	2.9	7	0.3	1	-3	0.3	2	-2	-1.2
Cc1ccc(C)c(N2CCN(C3CCCCC3NS(=O)(=O)c3ccccc3)CC2)c1 (stereo unspecified)	-8	-5	·	7	0.6	-17	6	1.6	7	-2	1.5
O=C(Nc1ccccc1F)N1CCC(NC(=O)C23CC4CC(CC(C4)C2)C3)CC1	-12	11	0.6	-10	4.0	-1	-1	0.7	1	4	1.1
NS(=O)(=O)c1ccc(NC(=O)CSc2nc3ccccc3nc2N2CCOCC2)cc1	19	-15	2.5	-11	-1.1	0	-16	-1.1	0	4	-1.6
NS(=O)(=O)c1cccc(NC(=O)c2ccno2)c1	4	-3	2.0	14	-1.0	-2	0	0.9	-9	-4	-1.8
N/C(=N\OC(=O)Cc1cccs1)c1cccc([N+](=O)[O-])c1	46	-2	0.9	1	-1.4	-5	-5	-2.7	1	-1	0.7
CC(=O)Nc1ccc(-c2cc(-c3ccc(NC(C)=O)cc3)nc(-c3ccc(NC(C)=O)cc3)n2)cc1	-4	10	2.9	-8	-1.2	0	-7	-0.3	-10	3	1.7
CN1CCN(S(=O)(=O)c2cc([N+](=O)[O-])ccc2N2CCCCCC2)CC1	-5	-6	1.3	15	-0.4	0	-13	-0.7	1	2	-0.9
COC(=O)c1ccc(Cl)c(-c2ccc(/C=N/NC(=O)Nc3ccccc3)o2)c1	-19	7	1.1	6	1.3	-1	-4	-4.5	-3	10	2.6
CCOc1cccc(NC(=O)CSc2sc3c(O)cc(=O)[nH]c3c2C#N)c1	-8	4	0.4	-7	1.5	5	0	6.7	-4	2	4.7
Cc1ccc(C(C)(C)C)c(SCC(=O)Nc2nnc(C)s2)c1	0	-8	1.2	-8	-0.6	-1	15	2.4	-8	2	-1.1
Fc1ccccc1Nc1nc(Cl)nc(Cl)n1	4	7	1.6	11	0.8	-1	-3	0.1	-1	-4	2.7
O=c1c(Cl)c(Cl)cnn1Cc1nnc(-c2ccccc2Br)o1	·	-20	5.2	0	·	-5	-13	-0.6	2	-4	·

3 of the entries above in order of the PKA-R1A act value, falling:
mol,PKA-R1A act
Fc1ccccc1Nc1nc(Cl)nc(Cl)n1,7
CCOc1cccc(NC(=O)CSc2sc3c(O)cc(=O)[nH]c3c2C#N)c1,4
CN1CCN(S(=O)(=O)c2cc([N+](=O)[O-])ccc2N2CCCCCC2)CC1,-6

Later entries
SMILES	Mot1-301 SUMO	PKA-R1A act	phage Ecoli inh	HTR5A inv ag	E coli growth	DAGLB inh	PKA-R2B activ	CDK5 inh	Tat transport	HTR5A ag	AddAB inh
CCS(=O)(=O)c1ccc2c(c1)N(S(C)(=O)=O)CC(C(=O)NC1CC1)O2 (stereo unspecified)	-2	6	2.0	13	-0.3	1	3	-0.8	-2	6	2.0
COC(=O)c1ccc(NC(=S)NC2CCc3ccccc32)cc1 (stereo unspecified)	25	-20	6.3	-1	1.6	-1	-4	0.1	-1	-1	1.6
CN(C)C(=O)CCc1ccc2c3c([nH]c2c1)[C@]1(C)[C@@H](C(=O)N2CCOCC2)C[C@H](CC(=O)NCCN2CCOCC2)C(=O)N1CC3	·	-5	2.1	8	2.3	2	1	1.1	-2	-2	0.9
O=[N+]([O-])c1cc(S(=O)(=O)C(F)(F)F)ccc1N1CCN(c2ccccc2)CC1	7	4	4.5	5	1.2	1	4	0.4	-5	-1	1.8
CC(=O)c1c(C)[nH]c(C(=O)Nc2cccc3ccccc23)c1C	-23	-7	-1.1	0	1.3	-1	-2	0.2	1	0	4.9
CN1C(=O)/C(=C/c2cc3c(cc2Br)OCO3)NC1=S	-4	-11	0.5	23*	1.2	-1	-14	2.3	-2	-9	3.4
Cc1nc(SCc2ccc(Br)cc2)[nH]c(=O)c1C	-32	-11	1.6	-19	2.3	-1	-4	-4.4	-3	6	3.9
CC1(C)OC(=O)C(=CNNc2c(Cl)cc(Cl)cc2Cl)C(=O)O1	52	-14	2.9	-19	-0.1	-1	-12	-1.3	0	0	1.5
Cc1ccc2oc(-c3cccc(NC(=O)C4CCCO4)c3)nc2c1 (stereo unspecified)	-15	-12	5.0	7	3.2	-4	-2	5.3	-16	-3	4.0
C/C(=C(\C#N)C(=O)NC1CCCCC1)N(C)C	-20	-3	0.9	2	-0.1	-2	-6	-1.5	-2	-1	4.5
Cc1ccc(NC(=O)[C@@H]2CCCN2C(=O)[C@@H]2Cc3ccccc3CN2)c(C)c1	8	-8	1.9	11	-1.2	3	-13	1.9	-1	3	0.5
C[C@H](NC(=O)c1nc[nH]c1C(=O)N[C@@H](CCCCN)C(=O)OC(C)(C)C)C(=O)OC(C)(C)C	0	-9	2.5	0	-3.1	2	-7	1.3	10	3	1.1
CCOc1ccc(OCc2ccc(C(=O)N/N=C(\C)c3ccccn3)cc2)cc1	215	0	1.0	-16	0.4	0	0	1.3	-6	6	0.0
CCC(NC(=O)CCc1c(C)c2cc3c(-c4ccccc4)coc3cc2oc1=O)C(=O)O (stereo unspecified)	14	-10	-3.8	-11	-1.6	3	-1	0.5	5	3	-1.7
CCCCC(=O)Nc1ccc(S(=O)(=O)Nc2nccc(C)n2)cc1	-9	0	3.9	-6	-0.2	0	6	0.6	-2	0	0.1
Cc1ccsc1/C=N/NS(=O)(=O)c1ccc([N+](=O)[O-])cc1	-23	-1	-0.5	2	0.6	7	-18	-3.5	-1	-1	4.5
NC(=O)c1cc([N+](=O)[O-])ccc1N1CCCCC1	-9	-7	3.3	-13	3.3	2	-9	-0.9	-6	6	4.5
COC(=O)c1sc2ccccc2c1NC(=O)c1ccc(S(=O)(=O)N2CCCCC2)cc1	40	4	1.8	-1	1.2	-4	3	-0.2	6	0	5.9
Cc1ccn2c(=O)c(C(=O)NC3CCCCC3C)c(O)nc2c1 (stereo unspecified)	-3	-10	1.0	-10	-0.3	2	-3	0.6	-4	-3	-0.7
O=C(OCCN1C(=O)c2cccc3c(N4CCOCC4)ccc(c23)C1=O)c1ccc(Cl)cc1	21	-2	0.0	14	0.5	-8	-2	-0.9	-2	-1	1.9
CCOC(=O)C1=C(COC(=O)c2cccnc2Cl)NC(=O)NC1C (stereo unspecified)	-6	-2	1.0	-4	2.6	0	-9	-0.3	-1	2	2.1
Clc1nnc2ccc(-c3ccccc3)nn12	-1	-1	0.6	-5	1.2	-1	-3	0.5	-7	-1	0.2
CCCOc1ccc(/C=N/NC(=O)c2ccc(Cn3cc([N+](=O)[O-])cn3)o2)cc1	-17	-5	2.2	4	2.2	0	-3	-1.9	-9	-2	2.4
CCCCC(=O)NC(c1cccc([N+](=O)[O-])c1)c1c(OC(C)=O)ccc2ccccc12 (stereo unspecified)	-31	-3	0.2	11	1.8	-4	-3	0.1	-2	-4	3.3
CC(=O)c1c(C)oc2ccc(N(C(C)=O)S(=O)(=O)c3cccc([N+](=O)[O-])c3)cc12	-9	0	3.3	9	-3.4	7	3	0.6	5	-2	0.1
N#Cc1nc(COc2ccc(Br)cc2)oc1N1CCN(Cc2ccccc2)CC1	·	-7	1.5	-3	·	-9	-12	-0.1	3	-1	·
CCCCNC(=O)CN(Cc1ccco1)S(=O)(=O)c1ccc(C(C)=O)cc1	·	-6	1.8	13	-3.7	-1	5	0.2	-7	-5	0.1
CC1CCCCN1C(=O)COC(=O)C1CCN(S(=O)(=O)c2ccc(Cl)c(C(F)(F)F)c2)CC1 (stereo unspecified)	5	3	4.6	2	-1.7	0	3	0.4	0	-2	-1.7
O=C(CC1NC(=O)NC1=O)Nc1cccc2ccccc12 (stereo unspecified)	7	-4	3.4	-8	0.3	1	2	0.7	-2	5	-1.9
CCCCCOc1ccc(CSC2=NCCN2)cc1[N+](=O)[O-]	10	-15	4.9	18	0.2	-13	1	0.1	1	1	1.8
CCc1nc(SCc2ccccn2)c2c(=O)n(C)c(=O)n(C)c2n1	5	-7	2.4	-1	-3.5	1	-1	0.2	0	0	-1.7
Cc1ccc2[nH]c(=O)c(CN(CCO)C(=O)NCc3ccccc3)cc2c1	0	4	2.5	8	1.4	5	5	-0.5	5	-3	-0.3
